# Screening data as filed in PubChem BioAssay.
# TIM10 inh: TIM10 yeast growth inhibition; S. cerevisiae TIM10 strain growth, BacTiter-Glo luminescence, 24 h; inhibition, % at 10 µM; 330,000 tested, 1.4% active; AID 463195;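 active = inhibition of 40% or more at the single tested concentration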;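 note: wild-type TIM10 isogenic control strain grown at permissive 25 °C; 0% = DMSO yeast wells and 100% = minimal medium wells without yeast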
# APJ antag: antagonists of human APJ apelin receptor. P35414. CHO-K1 APJ beta-arrestin complementation, luminescence. 330,000 tested, 0.32% active. AID 2521. inhibition, % at 20 µM;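 active = inhibition above about 40% at 20 µM, limit read from the data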;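 note: cells challenged with 10 nM apelin-13 agonist together with compound; plate controls were apelin-13 plus DMSO wells for no effect and DMSO wells lacking apelin-13 for full effect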
# tim10-1 inh: growth inhibitors of tim10-1 mutant yeast; S. cerevisiae tim10-1 ts strain growth, BacTiter-Glo, 24 h; inhibition, % at 20 µM; 330,000 tested, 2.2% active; AID 463190;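 active = inhibition of at least 40%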;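 note: mutant grown at 25 °C; 0% = DMSO wells with yeast and 100% = wells holding no yeast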
# CXCR6 inh: CXCR6 (human) receptor inhibition | CHO-K1 PathHunter CXCR6 beta-arrestin, luminescence | inhibition, % at 20 µM | 360,000 tested, 0.36% active; in the data active = inhibition above about 34%, passing the limit was not always enough;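 note: antagonist mode with CXCL16 agonist at 10 nM final; 0% = 10 nM CXCL16 with DMSO and 100% = unstimulated wells without agonist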
# CHOP UPR activ: apoptotic UPR (CHOP) activation. CHO-CHOP luciferase reporter, luminescence; percent of tunicamycin response over DMSO baseline. activation, % at 10 µM. 330,000 tested, 0.34% active;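 active = at 10 µM dose, activation of 40% or more, normalized to positive control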;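 note: 100% = tunicamycin at 10 µg/mL and 0% = DMSO alone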
#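 System: CHO-CHOP luciferase reporter cell line | Buffer or medium: F12 medium containing 10% fetal bovine serum | Doses: One dose, 10 µM in 0.5% DMSO | Times: 6 h compound exposure at 37 °C after overnight seeding | Signal: Luciferase luminescence | Read-out: % activation vs tunicamycin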
# tim23-1 inh: growth inhibitors of tim23-1 mutant yeast; S. cerevisiae tim23-1 growth, BacTiter-Glo luminescence, 24 h; inhibition, % at 20 µM; 330,000 tested, 1.3% active; AID 463212;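 active = growth inhibition of the mutant yeast at or above 50%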;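 note: temperature-sensitive mutant grown at 25 °C; plate controls were DMSO-treated mutant yeast for no effect and medium wells lacking yeast for full effect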
# Mdm2-MdmX inh: disrupts the human Mdm2-MdmX interaction | O15151+Q00987 | SaOS-2 split-luciferase Mdm2/MdmX complementation, luminescence | inhibition, % at 8 µM | 330,000 tested, 3% active;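 active = inhibition of at least 50% at 8 µM in the primary screen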
# Target sequence (O15151 whole entry, looked up): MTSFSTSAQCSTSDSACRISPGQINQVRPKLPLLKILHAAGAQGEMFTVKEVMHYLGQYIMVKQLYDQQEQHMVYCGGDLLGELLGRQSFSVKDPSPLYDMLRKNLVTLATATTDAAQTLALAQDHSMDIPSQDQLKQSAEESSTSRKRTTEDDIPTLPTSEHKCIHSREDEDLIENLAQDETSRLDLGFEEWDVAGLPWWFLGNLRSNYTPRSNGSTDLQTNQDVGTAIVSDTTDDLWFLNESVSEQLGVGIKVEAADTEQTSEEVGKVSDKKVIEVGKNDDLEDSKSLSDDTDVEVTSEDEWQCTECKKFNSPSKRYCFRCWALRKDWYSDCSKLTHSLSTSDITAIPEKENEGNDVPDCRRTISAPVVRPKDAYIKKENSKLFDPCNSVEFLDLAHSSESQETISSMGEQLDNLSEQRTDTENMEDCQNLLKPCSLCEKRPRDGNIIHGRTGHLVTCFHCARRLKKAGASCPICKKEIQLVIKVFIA
# Target sequence (Q00987 whole entry, looked up): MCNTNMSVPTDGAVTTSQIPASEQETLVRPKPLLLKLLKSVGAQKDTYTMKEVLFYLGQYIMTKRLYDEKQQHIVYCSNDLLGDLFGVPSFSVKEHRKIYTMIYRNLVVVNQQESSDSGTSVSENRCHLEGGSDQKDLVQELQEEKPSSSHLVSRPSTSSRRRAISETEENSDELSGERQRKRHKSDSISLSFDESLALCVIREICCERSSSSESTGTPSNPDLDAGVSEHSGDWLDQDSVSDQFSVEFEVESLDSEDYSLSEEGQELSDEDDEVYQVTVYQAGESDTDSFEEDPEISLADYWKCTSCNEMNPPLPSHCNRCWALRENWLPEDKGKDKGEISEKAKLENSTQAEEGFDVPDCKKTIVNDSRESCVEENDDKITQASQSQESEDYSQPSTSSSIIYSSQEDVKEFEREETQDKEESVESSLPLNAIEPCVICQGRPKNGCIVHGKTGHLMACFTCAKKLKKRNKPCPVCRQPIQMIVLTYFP
# UPR XBP1 act: activators of adaptive arm of unfolded protein response (XBP1). CHO-XBP1 luciferase reporter, IRE1-XBP1 UPR activation, luminescence; percent of tunicamycin response, DMSO as zero. activation, % at 20 µM. 330,000 tested, 0.33% active;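 active = versus positive control, 20 µM dose yields 30% or more activation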;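 note: 100% = tunicamycin at 10 µg/mL and 0% = DMSO only wells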
#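 Material: CHO-XBP1 cells stably carrying IRE1-XBP1-driven luciferase reporter / Amount: 1000 cells per well / Compound: 20 µM, 1% DMSO / Times: 6 h treatment, 37 °C / Detection: luciferase luminescence / Measure: % activation of reporter signal versus tunicamycin and DMSO controls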
# APJ agonist: activates the human apelin receptor APJ | activation, % at 20 µM | CHO-K1 APJ PathHunter beta-arrestin, luminescence; 0% DMSO wells, 100% apelin | AID 2520 | P35414 | 330,000 tested, 0.11% active;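 active = activation more than six SD over the plate average, tested at 20 µM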;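 note: 0% = DMSO alone and 100% = apelin-13 at 10 nM; some results filed as inactive read as strong as hits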
#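 Incubation: overnight seeding, 90 min compound at 25 °C, 1 h detection; test system: PathHunter CHO-K1 APJ (AGTRL-1) beta-arrestin reporter cells; amount: 1000 cells/well; doses: one dose, 20 µM compound, 1% DMSO; measured by: beta-gal luminescence; measure: agonist-driven arrestin binding to APJ; benchmarks: negative DMSO alone, positive Apelin-13 at 10 nM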
# Numbers without * were called inactive; / = no result given. An excerpt. The share of hits here may be higher or lower than overall.
# Results follow in this order: TIM10 inh, APJ antag, tim10-1 inh, CXCR6 inh, CHOP UPR activ, tim23-1 inh, Mdm2-MdmX inh, UPR XBP1 act, APJ agonist
> CCN1CCN(c2ccc(S(=O)(=O)N3CCCCC3)cc2NC(=O)c2cccc(F)c2)CC1
  -8.3, 16.4, -12.7, -1.8, 1.7, -16.7, 15.6, -0.8, -3.4
> CCOc1cccc(CN2CCN(CCc3ccccc3)C(CCO)C2)c1O (stereo not drawn)
  0.4, -0.7, 6.4, 6.8, 0.4, -6.5, -28.4, -1.8, -2.9
> Cc1cc(C(=O)N2CCN(c3ccccn3)CC2)no1
  3.1, -19.0, 1.9, 1.1, -0.1, 9.3, -35.1, -0.6, -2.5
> Cc1ccc(S(=O)(=O)N(C)c2ccccc2)cc1
  10.4, 7.8, 15.1, 4.6, -0.4, 2.5, 43.4, 1.6, -0.8
> CCc1c(C(=O)NNC(=O)Nc2ccc3c(c2)OCO3)csc1C
  9.4, 5.0, -7.5, -8.8, 5.1, 14.2, 16.5, -1.7, 2.5
> CC(=O)Nc1ccc2c(c1)nc1n2CCOC1
  -26.6, -7.2, 3.9, 0.7, 1.4, -1.4, -1.4, 0.8, 0.5
> Cc1ccc(S(=O)(=O)N2CCC(C(=O)Nc3ncccc3O)CC2)cc1
  -0.6, -11.5, 9.9, -10.4, 1.2, 12.3, -3.3, -1.3, -0.9
> CSc1ccc(/C=N/S(=O)(=O)c2ccccc2)cc1
  -7.8, 9.3, 13.3, 9.8, -1.2, 8.6, 9.8, -3.7, 1.8
> CC(C)c1cc(C(=O)N2CCCC(CCC(=O)NCc3ccccc3F)C2)n(C)n1 (stereo not drawn)
  -6.6, 8.7, -2.1, -0.8, -0.2, 15.7, -15.0, -1.8, 3.8
> CCOC(=O)N1CCC(N(CCN(C)C)C(=S)Nc2ccc(OCC)cc2)CC1
  -22.1, -20.2, 9.9, /, 2.6, -1.9, -6.1, -0.5, 1.6
> Cc1ccc(NC(=O)CSc2nncn2-c2ccccn2)cc1Cl
  -4.1, 10.7, 2.3, -2.4, -0.9, -7.0, -1.0, -2.0, -0.8
> Cc1cccc(CN2CCN(C(=O)c3ccccc3F)CC2)c1
  -0.8, 6.1, 1.4, 5.3, 0.2, 18.6, 26.1, -3.1, 6.2
> C(=N\N1CCN(C2c3ccccc3-c3ccccc32)CC1)/c1ccncc1
  17.4, -1.9, 8.6, -3.9, -1.8, 14.5, 46.4, -3.1, -0.4
> CCN1CCN(Cc2c(O)ccc3c(=O)c(-c4ccc(OC)c(OC)c4)c(C)oc23)CC1
  4.7, -10.4, -2.5, -3.8, -1.7, -4.7, 14.9, -3.6, -2.1
> N#Cc1ccccc1S(=O)(=O)N1CCN(S(=O)(=O)c2ccc(Br)c(C(=O)O)c2)CC1
  -6.0, -21.1, 10.7, 5.4, 2.3, 10.4, 9.1, -3.7, -0.6
> O=C(CSc1ccc(Cl)cc1)Nc1cccc(NC(=O)c2ccco2)c1
  32.7, -9.8, 29.3, -1.3, -1.4, 30.2, 1.6, -1.7, -3.3
> CC[C@@H](C)[C@H](NC(=O)OCc1ccccc1)c1nnc([C@@H](NC(=O)OCc2ccccc2)[C@@H](C)CC)o1
  1.7, 5.9, 13.1, 8.8, -0.4, 18.4, -8.7, -3.0, 5.5
> CCOC(=O)C1=CN(Cc2cccc(F)c2)S(=O)(=O)N(C)C1c1cccc(OC)c1 (stereo not drawn)
  5.7, /, 21.9, 7.2, -0.9, 52.2*, 4.2, -3.2, /
> CC(C)(C)C(=O)NC1CCN(S(C)(=O)=O)CC1
  -13.4, 1.6, -9.6, -6.2, -1.6, 2.4, -23.1, 2.5, 4.8
> CCN1CCCC1CNC(=O)C1CCN(Cc2nc(-c3cccc(Br)c3)oc2C)CC1 (stereo not drawn)
  -15.1, 6.1, -14.5, 0.2, 1.0, -68.9, 83.6*, 0.4, -3.0
> CCOC(=O)C1=C(C)NC(=NC)SC1c1ccccc1 (stereo not drawn)
  6.9, -7.5, 5.7, 2.4, 0.0, 3.0, 5.8, -3.1, 1.5
> COC(=O)CCC(=O)OC1(C)C(=O)C=C2C=C(C3CC3)N(Cc3ccc(OC)cc3)C=C2C1=O (stereo not drawn)
  4.3, -26.2, -2.0, -14.6, -2.0, 7.3, 14.1, -2.2, 18.1
> CCCc1nnc(SCC(=O)O)n1CC
  -10.0, 0.1, 13.2, 2.4, -0.6, -1.1, -13.2, -1.2, -1.0
> CSCC(=O)N1CCCC(CNC(=O)c2ccccc2Cl)C1 (stereo not drawn)
  -14.5, -0.7, -0.7, 4.5, -1.7, 1.1, 7.6, -2.8, -1.6
> O=C(Cc1cccs1)Nc1ccc(Cl)cc1
  -18.0, 13.2, 10.7, -2.9, 3.1, 17.8, -4.9, 1.3, 5.4
> COC(=O)C1=CN(Cc2ccc(OC)c(OC)c2)C=C(C(=O)OC)C1c1ccccc1F
  5.2, -10.0, -23.2, 3.0, 1.2, 12.1, -17.3, -4.4, 3.9
> CCOC(=O)c1cn(CC(=O)Nc2ccc(C)cc2)nn1
  -1.7, -5.3, 3.5, 8.0, -4.0, -0.9, 19.3, 3.5, -2.0
> O=C(CCC(=O)OCc1ccc([N+](=O)[O-])cc1)Nc1ccccc1Cl
  3.0, -2.0, 8.9, 3.1, 0.7, 15.8, -13.2, 1.2, -3.4
> COC(=O)C1=C(CS(=O)(=O)c2ccc(OC)cc2)NC(=O)NC1c1ccccc1 (stereo not drawn)
  -10.3, 23.1, 0.3, -2.8, -0.1, -11.0, 21.8, -8.0, -3.8
> N/C(Cc1cccc2ccccc12)=N\OC(=O)COc1ccccc1
  32.8, -11.6, 37.8, -6.1, 1.2, 40.7, -3.1, -2.8, 0.1

# Of the compounds above, two have a COOH group:
# Results follow in this order: TIM10 inh, APJ antag, tim10-1 inh, CXCR6 inh, CHOP UPR activ, tim23-1 inh, Mdm2-MdmX inh, UPR XBP1 act, APJ agonist
> N#Cc1ccccc1S(=O)(=O)N1CCN(S(=O)(=O)c2ccc(Br)c(C(=O)O)c2)CC1
  -6.0, -21.1, 10.7, 5.4, 2.3, 10.4, 9.1, -3.7, -0.6
> CCCc1nnc(SCC(=O)O)n1CC
  -10.0, 0.1, 13.2, 2.4, -0.6, -1.1, -13.2, -1.2, -1.0

# Later entries:
# Results follow in this order: TIM10 inh, APJ antag, tim10-1 inh, CXCR6 inh, CHOP UPR activ, tim23-1 inh, Mdm2-MdmX inh, UPR XBP1 act, APJ agonist
> CC(=O)Nc1ccc(S(=O)(=O)c2c(N)n(CCN3CCOCC3)c3nc4ccccc4nc23)cc1
  3.5, 10.0, 12.1, -3.4, -0.3, 10.5, 13.3, -0.2, -0.9
> COC(=O)c1ccc(Cl)c(NC(=O)CN2CCOCC2)c1
  -11.8, -4.2, 12.6, 2.9, -1.4, 4.5, 13.4, 2.1, -1.5
> CC(C)Cc1nc2sc3c(NCc4ccco4)ncnc3c2c2c1COC(C)(C)C2
  14.5, -8.8, 33.4, 2.8, 2.0, 17.3, 26.0, 2.6, -4.3
> O=C(CSc1ccc(-c2ccc(F)cc2)nn1)N1CCCCC1
  3.6, 11.3, 22.9, -9.3, 2.3, 16.4, 0.3, 2.5, -0.1
> COc1ccc(C(=O)Nc2ccc(S(=O)(=O)N3CCCC3)cc2)c(OC)c1
  20.5, 6.3, 14.8, -2.0, -2.5, 14.8, 9.0, 0.4, -1.3
> Cc1cc2c(cc(C(=O)OC(C(=O)NCc3ccco3)C(C)C)n2C)o1 (stereo not drawn)
  27.8, 7.6, 36.0, -5.9, 0.1, 20.3, -5.8, -1.0, 0.3
> O=C1C(=O)N(C/C=C/c2ccccc2)c2ccccc21
  15.3, 2.6, 23.3, 7.5, 1.0, 75.8*, 35.6, 21.7, -0.7
> COc1ccccc1-c1cc(C(=O)NCCCN2CCOCC2)no1
  6.4, 24.8, -29.8, 3.2, 1.9, 4.7, -1.0, 1.2, 2.2
> O=C(CNC(=O)c1ccc(Cl)cc1)N/N=C/c1cccnc1
  30.0, 19.1, 4.6, 0.1, 0.4, 9.0, 15.2, 1.7, -0.4
> Cc1[nH]c(=O)[nH]c(=O)c1CSc1nnc(CCCCCNC(=O)OC(C)(C)C)o1
  -2.4, 20.5, 4.2, -5.7, 1.1, 5.0, -5.5, 1.1, -2.6
> Cc1nc(SCCC(=O)O)c2ccccc2n1
  -2.8, -8.5, -7.1, 1.1, -0.8, -2.5, -22.0, -2.0, 4.0
> CCOc1cccc(CN2CCC(n3nccc3NC(=O)CCCc3ccccc3)CC2)c1
  4.7, -6.5, 13.5, 2.3, 0.1, -5.7, 36.6, -3.9, -5.4
> Cc1cccc(C)c1NC(=O)Cc1cccs1
  1.4, 2.0, 10.6, 0.6, -0.3, 13.9, 29.2, -3.0, -3.7
> CCN1CCN(c2ccc(S(=O)(=O)N3CCCCC3)cc2NC(=O)c2ccc(C)o2)CC1
  -6.2, 16.5, 4.9, 8.3, 2.1, 15.1, 32.1, -0.9, -4.5
> Cc1ccc2c(c1C)OC(=O)CC2(C)C
  -18.6, -21.9, 3.5, 0.1, 1.3, -2.7, 6.7, -0.6, -1.6
> CC(=O)Nc1cccc(NC(=O)C(=O)c2cn(CC(=O)N3CCCCC3)c3ccccc23)c1
  -6.2, 2.6, -6.2, 12.2, 1.7, 26.0, -46.8, 2.8, 0.7
> Fc1cccc(/C=N/Nc2nccnc2Cl)c1
  12.2, 1.2, 17.6, -2.6, 2.7, 18.4, -34.3, -4.0, -2.7
> CCCc1c(CC)c(=N)c2ccccc2n1C
  -13.4, 7.3, 4.0, 0.9, -0.4, 25.3, 8.1, -1.5, 0.1
> CC(C)C[C@H](NC(=O)N1c2ccccc2NC(=O)[C@@H]1C(C)C)C(=O)N[C@@H](Cc1ccccc1)C(=O)O
  5.8, 3.6, 6.9, -0.8, -1.7, -11.2, 12.5, -2.4, -3.2
> CCc1cc2c(=O)[nH]c(CC(N)=O)nc2s1
  -8.1, 8.7, -1.4, 3.7, -0.7, -6.4, 3.9, -3.8, -1.9
> Cc1cc(C)c[n+](-c2[nH]c(=O)sc2/C=N/N=C(\[O-])c2cccnc2)c1
  4.4, 25.3, 0.6, -11.9, -0.2, 1.4, -22.7, -2.9, 0.0
> CC1CCN(C(=O)c2cc(S(=O)(=O)N3CCOCC3)ccc2N2CCCC2)CC1
  8.0, -2.1, -14.4, -2.6, -0.4, -5.8, 11.6, 0.8, 3.5
> CC(=O)N1[C@H](C)C=C[C@]1(Cc1ccccc1)C(=O)NCCc1c[nH]c2ccccc12
  2.7, 0.9, 2.4, -6.7, -0.2, 10.9, 3.4, 2.5, 7.5
> CCOc1ccc(NC(=O)[C@@H](NC(=O)c2ccco2)C(C)C)cc1
  -5.1, 3.5, 23.7, -2.0, -0.9, 18.6, 1.7, 2.4, -0.7
> COCCC1CCCCN1C(=O)c1cc(COc2cccc(C(C)=O)c2)on1 (stereo not drawn)
  10.3, 10.0, 16.0, -6.2, 6.3, 21.3, 4.2, -0.7, 1.3
> CCOC(=O)c1ccc(NC(=O)C(C)Sc2nc(O)c(-c3ccccc3)c(=O)[nH]2)cc1 (stereo not drawn)
  -3.1, 2.7, 14.0, 11.0, -1.3, 18.5, -11.9, 1.0, -1.9
